# AT treatment: potential ataxia-telangiectasia treatments restoring KAP-1 phosphorylation; […] A-T fibroblasts, KAP-1 phosphorylation AlphaLISA; neocarzinostatin DNA damage 30 min before lysis; Potency, µM (doses to about 57.5 µM), inactives show top-dose activation, most hits filed as activators; 0.19% of 320,000 active; note: potency is the fitted concentration of half-maximal effect; % of control where 0% means no effect; nearly all actives have a fitted effect of over 45% in size
#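 ATM-like activity read as KAP-1 phosphorylation via AlphaLISA donor/acceptor antibody pairs after lysis and 6 hr at 25C. Cells were ATM-null patient fibroblasts ([…], hTERT), dosed 60 min, then exposed to the DSB inducer NCS for 30 min.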
# Eya2 phos inh: blocks the phosphatase activity of human Eya2 | O00167 | recombinant Eya2, OMFP fluorescence dephosphorylation (OMFP is methylfluorescein phosphate) | Potency, µM (titrated, usually from 76.9 µM), for inactives: at the top dose activity, negative = inhibition, hits mostly inhibitors | 0.006% of 330,000 active | AID 488837; note: potency is the fitted concentration of half-maximal effect; % is set by controls: 0 for no effect and ±100 for the full control effect
#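 Eya2 protein (added as 0.2 uM solution) was preincubated with compound for 10 min at ambient temperature in 50 mM HEPES pH 7.5, 50 mM NaCl, 5 uM MgCl2, 0.05% BSA, 1 mM DTT. OMFP (added at 50 uM) then reacted 10 min; fluorescence read at 485/525 nm.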
# TRPV1 agonist: agonists of human vanilloid receptor 1 (TRPV1); TRPV1-expressing cells, Fluo-8 calcium influx, agonist mode; activation, % at 8.33 µM; Q8NER1; 0.19% of 320,000 active; in the data active = activation above about 80%; inconclusive = between about 30% and that limit; note: 0% is about no effect
#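 Cells expressing TRPV1 were dye-loaded with Fluo-8 and read kinetically: 10 s baseline, 3 min after compound (agonist portion), then 2 min after EC20 capsaicin (allosteric enhancer portion). Calcium-bound dye fluorescence at 480/520 nm.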
# KCNH2 WT inh: inhibitors of human wildtype KCNH2 potassium channel. Q12809. U2OS, BacMam KCNH2, thallium flux FluxOr; stronger effect = lower value. activity change, % at 1.84 µM. 0.37% of 340,000 active;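 active = maximum activity change below -70%; inconclusive = maximum activity change between -70% and -50%; inactive = maximum activity change above -50%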; note: % is set by controls: 0 for no effect and ±100 for the full control effect
#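 U2OS cells transduced with wild-type KCNH2 virus are loaded with FluxOr dye for 45 min, and thallium flux is measured in kinetic reads before and after stimulation buffer. Rate constants are normalized to DMSO controls.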
# Mito fusion act: inhibitors of mitochondrial division or activators of mitochondrial fusion. S. cerevisiae fusion-defective mutant growth rescue, CellTiterGlo 48 h. 0.23% of 320,000 active. AID 485298. Potency, µM (series often up to 46.1 µM), inactives show at the top dose growth rescue (activation), usual class: activators;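 note: potency is the fitted concentration of half-maximal effect; % of control where 0% means no effect; nearly all actives have a fitted effect of over 45% in size; temperature-sensitive fusion mutants such as fzo1-1 at 37 °C on non-fermentable ethanol glycerol medium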
#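 S. cerevisiae fusion-defective temperature-sensitive mutants (e.g. fzo1-1, mgm1-5) grown 48 h at 37C in YPEG (ethanol/glycerol non-fermentable) medium with 23 nl compound per well; growth rescue read as CellTiterGlo luminescence.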
# KCNH2 3.1 block: blocks the human KCNH2 3.1 channel isoform; U2OS KCNH2 3.1, thallium flux FluxOr; stronger effect = lower value; activity change, % (tested at about 1.8 µM); 0.95% of 340,000 active;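 active = maximum activity change below -70%; inconclusive = maximum activity change from -70% to -50%; inactive = maximum activity change above -50%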;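 note: thallium influx rate constant from kinetic fluorescence after stimulation buffer; % is set by controls: 0 for no effect and ±100 for the full control effect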
#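 Kinetic fluorescence (2 min after stimulation buffer) measures Tl+ influx through KCNH2 3.1 expressed by viral transduction in U2OS cells; the rate constant is normalized against DMSO controls serving as positive and negative references.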
# ELG1 repair inh: blocks ELG1-dependent DNA repair in HEK293T cells | Potency, µM (series often up to 46.1 µM), without a hit: at the highest dose activity change, negative = inhibition, actives largely listed as inhibitors | HEK293T ELG1-luciferase reporter, luminescence, 16 h; DNA damage induced by 5-fluorouridine | 2.3% of 330,000 active; note: potency is the fitted concentration of half-maximal effect; % is set by controls: 0 for no effect and ±100 for the full control effect; nearly all actives have a fitted effect of over 55% in size
#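 Cells (2,000 per well) received 5-fluorouridine plus test compound or DMSO and were incubated 16 hr at 37 °C, 5% CO2. Luciferase activity was read by luminescence 30 min after ONE-Glo addition; signal suppression marked inhibition of damage-induced ELG1 function.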
# TSHR antagonist: antagonists of human thyroid stimulating hormone receptor | P16473 | TSHR-expressing cells, TSH-stimulated cAMP HTRF, 2 h; stronger effect = lower value | activity change, negative = inhibition, % at 11.5 µM | 0.2% of 330,000 active;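 active = activity change below a set negative limit, meaning inhibition stronger than a set level, cut at about -70% in these data; inconclusive = activity change between two set negative limits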; note: % is set by controls: 0 for no effect and ±100 for the full control effect
# Target sequence (P16473 whole entry, looked up): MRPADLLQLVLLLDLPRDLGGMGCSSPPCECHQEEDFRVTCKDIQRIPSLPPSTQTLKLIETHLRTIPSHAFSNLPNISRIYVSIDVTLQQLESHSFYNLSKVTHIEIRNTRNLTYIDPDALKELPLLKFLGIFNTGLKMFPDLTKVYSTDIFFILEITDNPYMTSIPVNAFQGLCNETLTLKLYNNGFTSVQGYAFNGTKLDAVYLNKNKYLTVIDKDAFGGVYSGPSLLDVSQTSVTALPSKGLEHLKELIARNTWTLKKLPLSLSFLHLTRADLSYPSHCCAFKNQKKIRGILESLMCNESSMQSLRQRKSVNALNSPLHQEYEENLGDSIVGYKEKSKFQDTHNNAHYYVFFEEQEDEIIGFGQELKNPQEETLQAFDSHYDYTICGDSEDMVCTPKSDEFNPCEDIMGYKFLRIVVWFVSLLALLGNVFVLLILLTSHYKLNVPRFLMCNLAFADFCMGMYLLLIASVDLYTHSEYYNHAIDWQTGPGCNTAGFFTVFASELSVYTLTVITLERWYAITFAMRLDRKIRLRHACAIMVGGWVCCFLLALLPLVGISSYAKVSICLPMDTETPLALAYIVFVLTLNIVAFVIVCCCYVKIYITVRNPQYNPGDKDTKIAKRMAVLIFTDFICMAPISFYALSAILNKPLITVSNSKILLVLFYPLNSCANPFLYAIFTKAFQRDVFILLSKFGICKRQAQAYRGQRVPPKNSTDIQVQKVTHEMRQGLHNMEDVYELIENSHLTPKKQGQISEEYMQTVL
#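 Freshly harvested TSHR cells receive pin-tooled compound, then EC80 TSH at 4nM final. After 2 hours at 37 deg C, antibody in lysis buffer and cAMP-d2 are added; 30 minutes at ambient temperature precede the HTRF read.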
# USP2a inh: inhibitors of human ubiquitin-specific protease USP2a | USP2 core, Ub-CHOP2 coupled fluorogenic reporter, 485/531 | 0.01% of 330,000 active | O75604 | Potency, µM (top dose mostly 38.3 µM), for inactives: at the top dose activity change, negative = inhibition, most hits filed as inhibitors | AID 463254;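 note: potency is the fitted concentration of half-maximal effect; plate controls were DMSO wells for no effect and full inhibition by NEM control for full effect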
#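 USP2 core (10nM final) preincubated 30min RT with compound in 20mM Tris-HCl pH 8.0, 2mM CaCl2, 2mM beta-mercaptoethanol, 0.05% CHAPS; 25nM Ub-CHOP2 plus 25nM reporter substrate added, fluorescence (Ex485/Em531) read after 60min.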
# TCR activator: T cell receptor activation; primary human leukocytes, anti-CD3, IL-2 HTRF, 48 h; Potency, µM (series often up to 9.22 µM), inactives show top-dose activation of IL-2 secretion, most hits filed as activators; 330,000 tested, under 10 active; AID 504894; note: % of control where 0% means no effect
#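 IL-2 produced over 48 hr by a-CD3 bead-stimulated primary human leukocytes exposed to compounds was detected with a homogeneous time-resolved FRET immunoassay, 665nm acceptor signal after 320nm excitation.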
# An asterisk follows results filed as active; ? = inconclusive; . = no result given; [ ] = another dose, or the depositor's remark. Unless noted, calls come from the whole dose curve; as a rule, active = well fitted curve in the direction sought with a large enough effect; inconclusive = small, poorly fitted or top-dose-only effect, or another doubt; inactive = no such curve, though single readings can be large; an effect the other way counts as inactive or inconclusive.
SMILES,AT treatment,Eya2 phos inh,TRPV1 agonist,KCNH2 WT inh,Mito fusion act,KCNH2 3.1 block,ELG1 repair inh,TSHR antagonist,USP2a inh,TCR activator
CCCCN(C(=O)c1ccc(Cl)c(S(=O)(=O)N2CCOCC2)c1)c1c(N)n(CCC)c(=O)[nH]c1=O,5%,7%,-1,-28,-3%,14,4%,14,4%,-4%
CCCn1c(N2CCN(Cc3ccc(Cl)cc3)CC2)nc2ccccc21,-1%,-13%,5,-21,?,-79*,?,-7,-2%,7%
O=S(=O)(Nc1ccc(Cl)cn1)c1ccc2c(c1)OCCO2,-5%,4%,-4,-5,10%,-7,25%,0,1%,-1%
CN(C)C(=O)CCc1ccc2c3c([nH]c2c1)[C@]1(CCC2CCCC2)[C@@H](C(=O)N2CCOCC2)C[C@H](CC(=O)NCCN2CCOCC2)C(=O)N1CC3,9%,0%,.,1,.,26,16%,12,1%,1%[46.1 µM]
CC(C)(C)NC(NC(=O)Cc1ccccc1)C(Cl)(Cl)Cl (stereo not drawn),0%,11%,0,-3,7%,-1,0%,-4,-1%,4%
CC1CCN(C(c2ccc(N(C)C)cc2)c2nnnn2Cc2ccccc2)CC1 (stereo not drawn),-1%,6%,24,-2,5%,-7,-11%,38,-1%,-4%
CCOc1ccc(Nc2ncnc(N)n2)cc1,5%,30%,2,-7,-2%,-3,?,-3,0%,.
CCOC(=O)c1c(-c2cccc([N+](=O)[O-])c2)csc1NC(=O)C1CC1,2%,1%,9,-2,10%,-23,-24%,-20,-9%,.
O=C(Nc1cccc(-c2cn3ccccc3n2)c1)c1cccs1,1%,-11%,-1,-8,6%,6,-23%,-5,1%,1%[46.1 µM]
Cc1ccccc1C(=O)Nc1ccc(-c2nnc(SC(C)C(=O)O)n2C)cc1 (stereo not drawn),15%,-23%,-22,2,-5%,-2,0%,33,-2%,-3%
CCN1CCN(C(=O)C(C)N(c2ccc(C)cc2)S(C)(=O)=O)CC1 (stereo not drawn),-3%,21%,-2,1,-1%,3,1%,-1,-2%,-2%
COc1ccc(-c2noc(CCCOc3ccccc3)n2)cc1OC,13%,1%,1,1,2%,-6,-5%,-10,4%,0%
O=C(NC1=NCCS1)C1CC(=O)N(c2ccc(Cl)cc2)C1 (stereo not drawn),4%,-10%,13,-4,5%,-11,?,-4,-1%,-1%
CC1(C)C2CCC1(C)C(OC(=O)c1ccc(O)cc1)C2 (stereo not drawn),34%,-23%,?,-16,0%,0,9%,1,-1%,-9%
COc1ccc(C)c2sc(N3CCCC3)nc12,6%,-6%,-5,-16,-1%,1,6%,4,-7%,.
Cc1ccc(-c2ccc(/C=N/N3C(=O)C4C5C=CC(C6CC56)C4C3=O)o2)c([N+](=O)[O-])c1 (stereo not drawn),-7%,6%,1,0,-1%,2,-26%,-5,0%,4%
CC1CCN(S(=O)(=O)c2nnc(NC(=O)c3cccc(Cl)c3)s2)CC1,13%,5%,1,-13,-17%,7,?,?,0%,0%
O=C(NCCSc1ccc(Br)cc1)c1ccccc1,3%,-25%,?,3,-3%,5,1%,-6,0%,-2%
COC(=O)C1CCN(C(=O)c2ccccc2Oc2ccccc2)CC1,1%,-10%,5,-3,4%,-10,7%,-7,1%,-58%
CCOc1ccc(-c2csc(NC(=O)C3CCCO3)n2)cc1 (stereo not drawn),11%,1%,11,-2,-3%,-7,12%,-9,3%,-26%
O=C(Nc1ccccc1Br)c1c(F)cccc1Cl,2%,4%,1,25,5%,-2,-4%,-10,-1%,-5%
COc1ccc(C(=O)Nc2ccc(N3CCN(c4ccc(OC)cc4)CC3)c(C#N)c2)cc1,.,-2%,-2,-6,2%,1,28%,-11,4%,-18%
CCC(=O)NC(=S)Nc1ccc(NC(=S)NC(=O)c2ccccc2)cc1,3%,-12%,2,1,0%,4,3%,-3,0%,8%
CCOC(=O)c1oc2ccccc2c1NC(=O)COc1cccc(OC)c1,2%,14%,1,0,2%,12,22%,0,1%,-2%
CC12CC(NC(=O)N1c1cccc(C(=O)Nc3ncn[nH]3)c1)c1ccccc1O2 (stereo not drawn),.,.,-1,-1,-5%,-41,.,.,.,2%
COc1ccc(NC(=O)c2nn(C)c(=O)c3ccccc23)cc1S(=O)(=O)Nc1ccccc1Cl,4%,-2%,2,4,6%,-3,4%,-38,-1%,4%
CSc1nc(N)nc2c1ncn2CC(=O)N[C@H](C)c1cccc2ccccc12,15%,3%,.,-11,.,.,?,-9,1%,8%
CCCCCCC(=O)Nc1c(O)c2ccccc2[nH]c1=O,-4%,21%,-2,-7,6%,2,?,26,1%,-5%
C=CC[C@H](CC(=O)N(CCO)Cc1ccccc1)C(=O)N[C@H](COC(=O)[C@@H](CC=C)Cc1ccc(F)cc1)C(C)(C)C,7%,-12%,.,.,.,.,?,-46,2%,-8%
Cc1ccc(C(=O)N2CCN(c3ccccc3O)CC2)cc1S(=O)(=O)N1CCCCC1,3%,-9%,6,2,-2%,4,?,8,0%,-4%

# An excerpt of these results, with two lines to a compound.
# The line under a structure holds: AT treatment, Eya2 phos inh, TRPV1 agonist, KCNH2 WT inh, Mito fusion act, KCNH2 3.1 block, ELG1 repair inh, TSHR antagonist, USP2a inh, TCR activator
> COc1ccc(C(=O)Nc2ccc(N3CCN(c4ccc(OC)cc4)CC3)c(C#N)c2)cc1
→ ., -2%, -2, -6, 2%, 1, 28%, -11, 4%, -18%
> CCC(=O)NC(=S)Nc1ccc(NC(=S)NC(=O)c2ccccc2)cc1
→ 3%, -12%, 2, 1, 0%, 4, 3%, -3, 0%, 8%
> CCOC(=O)c1oc2ccccc2c1NC(=O)COc1cccc(OC)c1
→ 2%, 14%, 1, 0, 2%, 12, 22%, 0, 1%, -2%
> CC12CC(NC(=O)N1c1cccc(C(=O)Nc3ncn[nH]3)c1)c1ccccc1O2 (stereo not drawn)
→ ., ., -1, -1, -5%, -41, ., ., ., 2%
> COc1ccc(NC(=O)c2nn(C)c(=O)c3ccccc23)cc1S(=O)(=O)Nc1ccccc1Cl
→ 4%, -2%, 2, 4, 6%, -3, 4%, -38, -1%, 4%
> CSc1nc(N)nc2c1ncn2CC(=O)N[C@H](C)c1cccc2ccccc12
→ 15%, 3%, ., -11, ., ., ?, -9, 1%, 8%
> CCCCCCC(=O)Nc1c(O)c2ccccc2[nH]c1=O
→ -4%, 21%, -2, -7, 6%, 2, ?, 26, 1%, -5%
> C=CC[C@H](CC(=O)N(CCO)Cc1ccccc1)C(=O)N[C@H](COC(=O)[C@@H](CC=C)Cc1ccc(F)cc1)C(C)(C)C
→ 7%, -12%, ., ., ., ., ?, -46, 2%, -8%

# (listing goes on)
SMILES,AT treatment,Eya2 phos inh,TRPV1 agonist,KCNH2 WT inh,Mito fusion act,KCNH2 3.1 block,ELG1 repair inh,TSHR antagonist,USP2a inh,TCR activator
CCc1ccccc1NC(=O)c1sc2nc(C)cc(C)c2c1N,2%,4%,-3,0,20%,-7,-5%,5,-1%,6%
Cc1ccc(-n2c(=O)cc(N3CCCCCC3)[nH]c2=O)cc1,-5%,-17%,23,-3,-2%,-9,9%,2,0%,-2%[46.1 µM]
Cn1c(SCC(=O)NC2CCS(=O)(=O)C2)nnc1-c1ccco1 (stereo not drawn),13%,-9%,-8,-2,2%,-4,?,14,1%,3%
Cc1cc(C(=O)N/N=C/C=C/c2ccccc2)n[nH]1,-17%,-28%,-3,3,-2%,-6,18%,0,0%,0%
COc1ccc2c(c1)nc(SCC(=O)c1ccc(Br)s1)n2C,-1%,13%,.,3,-8%,5,1%,-2,2%,-2%
O=C(O)c1ccccc1C(=O)Nc1ccc(S(=O)(=O)Nc2ccc(F)cc2)cc1,9%,-11%,-6,-27,7%,6,1%,4,0%,-2%
CCOc1cccc2sc(N(CCN(CC)CC)C(=O)c3cccc([N+](=O)[O-])c3)nc12,-4%,-13%,5,20,4%,-1,0%,-2,1%,8%
Cc1ccc(S(=O)(=O)N2CCOCC2)cc1NC(=O)COC(=O)Cc1ccc(Cl)cc1,28%,-6%,.,32,.,-1,?,.,-1%,-1%
COc1ccc(OC)c(NC(=O)Cc2coc3ccc(C)cc23)c1,-5%,-26%,7,6,?,-14,-24%,2,-6%,.
COC(=O)c1scc(C)c1N/N=C(\C)c1ccc(F)cc1,-5%,2%,-6,10,2%,9,9%,-2,3%,0%
CCCOc1ccc(C(=O)NCCO)cc1,1%,23%,1,5,0%,-6,15%,-2,5%,-2%
CCOC(=O)c1ccc(Oc2nc(OC)cc(OC)n2)cc1,1%,7%,1,6,2%,2,-1%,0,0%,-5%
COc1ccccc1C(=O)C1Nc2ccccc2-c2nnc(SC)nc2O1 (stereo not drawn),-4%,2%,-3,3,1%,8,-2%,-5,2%,-2%[46.1 µM]

# Assay outcomes (PubChem)

# This is a subset; count on the stated rates, not on these rows.
